Assay outcomes deposited in PubChem by National Center for Advancing Translational Sciences (NCATS).
NPC1 prom act: qHTS Assay for NPC1 Promoter Activators; 2.4% of 320,000 active; AID 485313, 2010; Huh7 NPC1 promoter luciferase reporter, 24 h; Potency, µM (titrated, usually from 9.22 µM), for the others: at the highest dose activation, actives largely listed as activators;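 note: potency is the fitted concentration of half-maximal effect; % of control where 0% means no effect; nearly all actives have a fitted effect of over 60% in size; reporter is driven by a mutant NPC1 promoter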
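Cells: Huh7 expressing luciferase under the NPC1 promoter, 1500/well. Seeded 2 h, compound added, incubated 24 h at 37 °C. Luciferase reagent, 10 min ambient, then luminescence.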
uPA generation: qHTS for Inhibitors of Cell Surface uPA Generation; cell surface uPA generation assay, qHTS; Potency, µM (series often up to 38.3 µM), for inactives: at the highest dose activity change, negative = inhibition, hits mostly inhibitors; 0.31% of 330,000 active; AID 540303, 2011; active = well fitted inhibition curve with a large enough effect; inconclusive = small, poorly fitted or top-dose-only effect; inactive = no such curve, though single readings can be large or run the other way; tested in mouse RAW 264.7 cells; note: potency is the fitted concentration of half-maximal effect; % is set by controls: 0 for no effect and ±100 for the full control effect; nearly all actives have a fitted effect of over 55% in size
FBPA coupling cs: qHTS Assay for Inhibitors of Fructose-1,6-bisphosphate Aldolase from Giardia Lamblia: Coupling assay counterscreen; AID 2472, 2010; 0.67% of 290,000 active; coupling enzyme system counterscreen, AmpLite Red fluorescence; activity change, negative = inhibition, % at 58.2 µM, hits read low; in the data active = activity change below about -30%; note: % is set by controls: 0 for no effect and ±100 for the full control effect
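Final compound at 57.5 uM, incubated 10 min at RT with coupling enzyme reagent (glyceraldehyde-3-phosphate), then 20 min with substrate and AmpLite Red detection. Fluorescence read at 525/598 nm; tests interference with the coupling assay, not aldolase inhibition.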
RORg inh: qHTS for inhibitors of ROR gamma transcriptional activity; Potency, µM (top dose mostly 53.6 µM), without a hit: at the highest dose activity change, negative = inhibition, usual class: inhibitors; Nuclear receptor ROR-gamma (Mus musculus), P51450; Drosophila S2 Gal4-RORgamma UAS-luciferase reporter, 20 h; AID 2551, 2010; 5.4% of 310,000 active; note: potency is the fitted concentration of half-maximal effect; % is set by controls: 0 for no effect and ±100 for the full control effect; nearly all actives have a fitted effect of over 60% in size
Target sequence (P51450 whole entry, looked up, the tested form may be a part): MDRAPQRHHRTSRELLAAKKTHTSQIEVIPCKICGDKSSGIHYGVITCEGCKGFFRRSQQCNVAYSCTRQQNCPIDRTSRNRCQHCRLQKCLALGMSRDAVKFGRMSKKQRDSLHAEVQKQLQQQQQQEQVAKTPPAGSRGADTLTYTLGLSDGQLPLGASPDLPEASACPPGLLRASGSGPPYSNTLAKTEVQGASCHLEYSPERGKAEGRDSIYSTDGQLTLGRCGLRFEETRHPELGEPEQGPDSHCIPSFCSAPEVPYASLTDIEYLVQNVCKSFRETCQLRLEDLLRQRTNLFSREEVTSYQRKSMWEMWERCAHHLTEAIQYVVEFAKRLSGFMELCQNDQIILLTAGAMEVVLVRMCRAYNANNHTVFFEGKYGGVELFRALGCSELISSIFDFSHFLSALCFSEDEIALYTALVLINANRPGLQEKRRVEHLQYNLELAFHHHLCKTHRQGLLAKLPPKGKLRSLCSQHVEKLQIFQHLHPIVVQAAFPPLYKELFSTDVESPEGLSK
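Luminescence from a UAS-regulated Photinus luciferase reporter in stably transfected Drosophila Schneider cells is measured; decreased signal marks ROR gamma inhibition. Fusion expression is induced by 700 uM copper sulfate for 20 hr.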
Tb PFK block: qHTS Assay to Find Inhibitors of T. brucei phosphofructokinase. AID 485367, 2010. Potency, µM (titrated, usually from 57.5 µM), inactives show at the top dose activity, negative = inhibition, actives largely listed as inhibitors. T. brucei PFK, ADP-Glo luminescence. 0.17% of 330,000 active;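 note: potency is the fitted concentration of half-maximal effect; 0% = uninhibited 1x PFK enzyme wells and -100% = no-enzyme wells; nearly all actives have a fitted effect of over 60% in size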
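In TEA buffer at pH 8.0 with 5 mM MgCl2, enzyme (1.25 nM) converted F6P (0.5 mM) and ATP (0.1 mM) for 45 min at room temperature. ADP product was read by luciferase luminescence.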
VP16 counter: VP16 counterscreen qHTS for inhibitors of ROR gamma transcriptional activity; Drosophila S2 Gal4-VP16 UAS-luciferase, luminescence, 20 h; Potency, µM (titrated, usually from 53.6 µM), inactives show at the top dose activity, negative = inhibition, most hits filed as inhibitors; 3.5% of 310,000 active; AID 2546, 2010;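 note: Gal4-VP16 expression switched on by copper sulfate through the metallothionein promoter; potency is the fitted concentration of half-maximal effect; % is set by controls: 0 for no effect and ±100 for the full control effect; nearly all actives have a fitted effect of over 50% in size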
FLuc counter: qHTS profiling assay for firefly luciferase inhibitor/activator using purifed enzyme and Km concentrations of substrates (counterscreen for miR-21 project) | Luciferin 4-monooxygenase (Photinus pyralis), P08659 | purified FLuc, Km substrates, luminescence inhibition | Potency, µM (titrated, usually from 57.5 µM), inactives show top-dose activity change, negative = inhibition, most hits filed as inhibitors | 6.9% of 360,000 active | AID 588342, 2011;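 note: potency is the fitted concentration of half-maximal effect; plate controls were vehicle for no effect and reference inhibitor for full effect; nearly all actives have a fitted effect of over 55% in size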
Target sequence (P08659 whole entry, looked up): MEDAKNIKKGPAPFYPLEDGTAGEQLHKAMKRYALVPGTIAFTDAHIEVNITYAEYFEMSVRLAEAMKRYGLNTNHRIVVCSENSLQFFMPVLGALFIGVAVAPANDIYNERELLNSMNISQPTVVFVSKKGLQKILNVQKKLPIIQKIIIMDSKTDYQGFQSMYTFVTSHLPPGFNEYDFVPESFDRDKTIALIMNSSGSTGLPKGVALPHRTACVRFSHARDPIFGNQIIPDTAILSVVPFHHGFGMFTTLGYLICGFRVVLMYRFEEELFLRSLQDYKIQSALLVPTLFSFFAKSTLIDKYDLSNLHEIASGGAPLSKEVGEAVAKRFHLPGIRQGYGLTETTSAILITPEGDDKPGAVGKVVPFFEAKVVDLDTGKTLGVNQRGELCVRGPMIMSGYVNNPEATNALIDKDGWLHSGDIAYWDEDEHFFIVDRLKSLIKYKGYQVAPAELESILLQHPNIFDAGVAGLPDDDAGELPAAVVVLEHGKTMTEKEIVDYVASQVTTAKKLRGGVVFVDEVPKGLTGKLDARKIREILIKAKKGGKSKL
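Purified P. pyralis luciferase, 10 nM final, with Km-level 10 uM D-luciferin and 10 uM ATP in 50 mM Tris acetate pH 7.5, 10 mM Mg acetate, 0.01% Tween-20, 0.05% BSA; 6-point qHTS titration about 60 µM downward; luminescence read.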
Giardia killer: Small Molecules that selectively kill Giardia lamblia: qHTS | 0.15% of 340,000 active | activity change, % at 7.66 µM, hits read low | Giardia lamblia trophozoite viability | AID 540267, 2011; in the data active = activity change below about -80%; inconclusive = between about -30% and that limit;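 note: parasites exposed to compound for two days anaerobically before the ATP read; % is set by controls: 0 for no effect and ±100 for the full control effect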
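Giardia trophozoites, 100 cells per well, were exposed to compounds for 48 hrs at 37 deg C under anaerobic conditions; viability was then read as ATP content by bioluminescence after 15-30 min at room temperature.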
KCNH2 3.1 inh: qHTS for Inhibitors of KCHN2 3.1: Mutant qHTS; Potassium voltage-gated channel subfamily H member 2, brain isoform KCNH2 3.1 (human); U2OS KCNH2 3.1, thallium flux FluxOr; hits give low values; activity change, % (tested at about 1.8 µM); 0.95% of 340,000 active; AID 720553, 2013;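 active = maximum activity change below -70%; inconclusive = maximum activity change from -70% to -50%; inactive = maximum activity change above -50%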;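 note: thallium influx rate constant from kinetic fluorescence after stimulation buffer; % is set by controls: 0 for no effect and ±100 for the full control effect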
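FluxOr-based Tl+ influx in U2OS cells transduced with KCNH2 3.1 virus; rate constants normalized to DMSO controls.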
Rab9 promoter act: qHTS Assay for Rab9 Promoter Activators; Huh7 Rab9 promoter-luciferase reporter, luminescence, 24 h; Potency, µM (top dose mostly 9.22 µM), for inactives: at the top dose activation, negative = inhibition, usual class: activators; 2.8% of 320,000 active; AID 485297, 2010; note: potency is the fitted concentration of half-maximal effect; % of control where 0% means no effect; nearly all actives have a fitted effect of over 60% in size
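Using Huh7 cells stably transfected with Rab9 promoter–luciferase, compounds were incubated 24 h at 37 °C, 5% CO2; luciferase luminescence was read 10 min after reagent addition.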
ELG1 genotox: qHTS screen for small molecules that induce genotoxicity in human embryonic kidney (HEK293T) cells expressing luciferase-tagged ELG1. HEK293T ELG1-luciferase reporter, luminescence, 16 h. Potency, µM (highest dose often 46 µM), inactives show at the highest dose activity change, positive = activation, most hits filed as activators. 1.3% of 330,000 active; note: potency is the fitted concentration of half-maximal effect; % of control where 0% means no effect; nearly all actives have a fitted effect of over 60% in size
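Quantitative HTS format in 1536-well plates. HEK293T ELG1-luciferase reporter cells receive test compound and are incubated 16 hr at 37 °C, 5% CO2; ONE-Glo added, 30 min room temperature, then luminescence read.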
Active calls of the source: *; ? = inconclusive; . = not tested or not shown; [ ] = remark or other dose. Unless noted, calls come from the whole dose curve; as a rule, active = well fitted curve in the direction sought with a large enough effect; inconclusive = small, poorly fitted or top-dose-only effect, or another doubt; inactive = no such curve, though single readings can be large; an effect the other way counts as inactive or inconclusive.

The opening three records, ahead of the listing:
SMILES	NPC1 prom act	uPA generation	FBPA coupling cs	RORg inh	Tb PFK block	VP16 counter	FLuc counter	Giardia killer	KCNH2 3.1 inh	Rab9 promoter act	ELG1 genotox
CCOC(=O)CSc1nc2c([nH]c3ccccc32)c(=O)n1C	-2%	-4%	-2	7%	0%	0%	0%	4	-9	-3%	16%
COc1ccccc1-n1c(CNc2c(C)cccc2C)nnc1SCC(=O)N1CCOCC1	-1%	-3%	1	-3%	-5%	-11%	12%	-4	-1	-1%	2%
Fc1ccccc1OCCCCCCN1CCCC1	14%	.	1	7%	4%	5%	-8%	4	11	8%	-1%

Main list, from the first entry:
SMILES	NPC1 prom act	uPA generation	FBPA coupling cs	RORg inh	Tb PFK block	VP16 counter	FLuc counter	Giardia killer	KCNH2 3.1 inh	Rab9 promoter act	ELG1 genotox
CCOC(=O)CSc1nc2c([nH]c3ccccc32)c(=O)n1C	-2%	-4%	-2	7%	0%	0%	0%	4	-9	-3%	16%
COc1ccccc1-n1c(CNc2c(C)cccc2C)nnc1SCC(=O)N1CCOCC1	-1%	-3%	1	-3%	-5%	-11%	12%	-4	-1	-1%	2%
Fc1ccccc1OCCCCCCN1CCCC1	14%	.	1	7%	4%	5%	-8%	4	11	8%	-1%
CN1c2ccc(Cl)cc2C(=O)NC1c1ccc([N+](=O)[O-])s1 (stereo not given)	-2%	1%	2	-5%	0%	?	3%	?	-3	-4%	-5%
CSc1ccc(CNC(=O)Cc2ccc(NC(=O)C3=C(C)OCCS3)cc2)cc1	-1%	?	-1	?	1%	-21%	1.3µM*	-24	-17	?	13µM*
CCOC(=O)N1CCN(C(=O)c2ccc(CNS(=O)(=O)c3ccc(NC(C)=O)cc3)cc2)CC1	-5%	4%	.	2%	-1%	-1%	1%	6	-19	-1%	1%
CN(C(=O)COC(=O)c1cncc(Br)c1)C1CCCCC1	.	-7%	.	.	6%	.	.	-9	-1	.	2%
CCNc1ccc(C(=O)OCC(=O)N2c3ccccc3NC(=O)C2(C)C)cc1[N+](=O)[O-]	-2%	-4%	3	?	-1%	-6%	6%	10	2	-9%	-9%
O=c1c2c(nc3cc(-c4cccc(F)c4)[nH]n13)CCC2	1.6µM*	3%	-4	6%	-3%	-10%	6µM*	-15	4	1.1µM*	?
CCn1cc(C(=O)NCc2ccccn2)c(=O)c2cc(F)c(N3CCN(C)CC3)cc21	3%	0%	-3	-18%	-2%	1%	4%	-1	-9	1%	-1%
Cc1sc(Cc2nc(O)cs2)nc1-c1ccccc1	-2%	-1%	0	11µM*	7%	-27%	0%	13	-1	2%	0%
Cc1ccc(S(=O)(=O)N2CCC[C@H]2C(=O)OCc2cc(=O)oc3cc(C)ccc23)cc1	.	-2%	.	.	0%	.	.	-24	-30	.	-1%

2 neighbouring compounds already listed, for reference:
SMILES	NPC1 prom act	uPA generation	FBPA coupling cs	RORg inh	Tb PFK block	VP16 counter	FLuc counter	Giardia killer	KCNH2 3.1 inh	Rab9 promoter act	ELG1 genotox
CCOC(=O)CSc1nc2c([nH]c3ccccc32)c(=O)n1C	-2%	-4%	-2	7%	0%	0%	0%	4	-9	-3%	16%
COc1ccccc1-n1c(CNc2c(C)cccc2C)nnc1SCC(=O)N1CCOCC1	-1%	-3%	1	-3%	-5%	-11%	12%	-4	-1	-1%	2%

Later entries:
SMILES	NPC1 prom act	uPA generation	FBPA coupling cs	RORg inh	Tb PFK block	VP16 counter	FLuc counter	Giardia killer	KCNH2 3.1 inh	Rab9 promoter act	ELG1 genotox
O=C(CCNC(=O)c1ccc([N+](=O)[O-])cc1)Nc1ccccc1N1CCCCC1	-4%	0%	.	.	-3%	.	1%	-11	5	-5%	-2%
CCOC(=O)COn1c(=O)c(-c2ccc(F)cc2)[n+]([O-])c2ccccc21	3%	4%	2	8%	-2%	3%	0%	2	-14	0%	1%
Cc1ncoc1C(=O)N1CCCC(C(=O)c2cccc(C(F)(F)F)c2)C1 (stereo not given)	-4%	3%	3	33%	1%	-5%	1%	8	2	-4%	-2%
O=C(CCc1nc2ccccc2c(=O)[nH]1)Nc1cc(C(F)(F)F)ccc1N1CCOCC1	-2%	-23%	.	.	-1%	.	1%	4	10	-3%	3%
Cc1ccc(S(=O)(=O)N2CCN(C(=O)Cn3cnc4c3c(=O)n(C)c(=O)n4C)CC2)cc1C	-2%	-22%	.	.	1%	.	4%	-24	-5	-6%	0%
CC(C)C(c1nnnn1Cc1ccccc1)N1CCc2ccccc2C1 (stereo not given)	10%	1%	-15	-6%	-6%	-2%	1%	1	4	-8%	4%
S=C(NCCc1ccccc1)N1CCn2cccc2C1c1ccncc1 (stereo not given)	-7%	-6%	4	-18%	-1%	-2%	3%	6	4	-8%	-9%
Cc1nn(Cc2ccccc2Cl)c(C)c1NC(=O)CSc1n[nH]c(C)c1[N+](=O)[O-]	-4%	.	0	16%	0%	?	-2%	.	.	-5%	1%
N#C/C(=C\Nc1ccc(Cl)cn1)S(=O)(=O)c1ccccc1	-1%	4%	0	21%	-2%	-10%	-3%	7	6	0%	0%
Cc1cccc(NC(=O)C2CCN(S(=O)(=O)c3cccc4cccnc34)CC2)n1	-2%	20%	-2	-4%	-3%	2%	1%	-15	2	6%	-12%
COc1cccc(CNC(=O)CCC2CCCN(C(=O)c3cc(C)on3)C2)c1 (stereo not given)	0%	8%	0	0%	0%	19%	-1%	-7	1	-5%	3%
CCOc1ccc(N2C(=O)/C(=C/c3cccs3)N(CC(=O)OC)C2=S)cc1	-5%	.	0	-2%	1%	-3%	-1%	-4	0	3%	2%
O=C(O)CCC(=O)N1CC=C(c2ccccc2)CC1	0%	0%	4	10%	0%	-3%	?	-6	6	12%	16%
CCC(C)(C)n1nnnc1CN(Cc1ccc(Cl)cc1)Cc1ccco1	0%	-2%	-10	-19%	-4%	?	8%	2	-2	3%	-4%
O=C(COC(=O)/C=C/c1ccc(F)cc1)Nc1ccc2[nH]c(=O)[nH]c2c1	6%	0%	.	.	0%	.	1%	-10	2	0%	-9%
CCOC(=O)c1c2ccc(OCC(=O)NN)cc2n2ccccc12	-3%	-8%	-28	-1%	0%	-1%	0%	-7	-6	-7%	3%
COc1cc(C2C3=C(CC(C)(C)CC3=O)Nc3ccccc3N2C(C)=O)cc(OC)c1OC (stereo not given)	8%	6%	0	-13%	-3%	3%	-9%	-2	7	0%	-6%
O=C(CS(=O)(=O)c1cn(Cc2ccc(Cl)cc2)c2ccccc12)N1CCCCC1	-1%	-1%	5	-20%	0%	7%	0%	-19	-6	1%	-5%
COc1ccc([C@H]2CC(=O)C=C(c3cccc(C(C)C)c3)C2)cc1	2%	12%	.	.	?	.	-3%	-11	-3	-1%	-2%
Cc1cc(C(=O)N2CCN(c3ccc(C(F)(F)F)cn3)CC2)c(C)o1	3%	?	0	?	5%	-22%	-2%	-13	19	-6%	-9%
COc1ccc(OCC(O)Cn2c(N)nc3c2c(=O)[nH]c(=O)n3C)cc1 (stereo not given)	1%	3%	0	4%	0%	0%	-2%	-21	-42	1%	1%
Cc1cc(Nc2ccc(Br)cc2F)n2nc(C)nc2n1	-3%	-11%	4	3.2µM*	8%	7.9µM*	-2%	34[activator]	-3	0%	2%
COc1ccc(OCC(=O)Nc2c(C(=O)N(CCN(C)C)Cc3ccco3)oc3ccccc23)cc1	1%	-19%	-1	-21%	-8%	-4%	1%	6	-111*	-1%	0%[9.26 µM]
CN(C)c1nc2n(c(=O)n1)CCS2	-3%	11%	4	-12%	3%	2%	0%	1	5	0%	3%
Cc1ccc(Cn2c(=O)c3c(nc4n3CCCN4Cc3ccccc3)n(C)c2=O)cc1	-4%	5%	0	-42%	-1%	-13%	1%	-1	-9	2%	-3%
COCCNC(=O)C(=O)NCC1OCCN1S(=O)(=O)c1ccc(F)cc1 (stereo not given)	-1%	4%	.	-7%	2%	2%	-2%	7	.	14%	5%
Cc1cccc(C)c1OCc1nnc(SCC(=O)NCc2ccccc2)o1	-1%	.	2	19%	13%	-5%	-1%	5	-6	-2%	-3%
CC(C)OCc1c(C(=O)Nc2nccs2)oc2ccccc12	21%	-3%	1	?	-7%	10%	-10%	-2	-15	16%	-11%
